Bioassay records (PubChem BioAssay)
LMPTP inh: LMPTP phosphatase inhibitors, primary screen, biochemical, fluorescence intensity, uHTS. recombinant LMPTP-A, OMFP fluorogenic substrate. inhibition, % at 20 µM. hit rate 0.22% among 360,000. AID 651560, 2012;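 active = compounds that cut the enzyme signal by at least half of the control window in the single-dose screen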;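 also: plate controls were DMSO wells with enzyme plus substrate for no effect and substrate without enzyme for full effect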
Target sequence (P24666 whole entry, looked up): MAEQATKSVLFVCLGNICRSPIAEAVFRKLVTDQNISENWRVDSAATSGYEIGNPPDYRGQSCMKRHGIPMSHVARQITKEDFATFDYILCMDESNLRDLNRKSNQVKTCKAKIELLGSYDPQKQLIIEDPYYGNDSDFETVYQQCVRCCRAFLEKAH
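material = LMPTP-A | quantity = 0.625 nM enzyme | reagent = OMFP substrate, 400 µM final | buffer or medium = Bis-Tris pH 6.0, DTT, detergent | detection = endpoint fluorescence intensity from OMFP dephosphorylation | dosing = single 20 µM dose | read-out basis = % inhibition relative to no-enzyme and uninhibited control wells | control set = no-enzyme and uninhibited controls | timing = 50 min at room temperature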
Scp1 inh: Scp-1 phosphatase inhibitors, primary screen, biochemical, colorimetric, uHTS; Carboxy-terminal domain RNA polymerase II polypeptide A small phosphatase 1 (Homo …; Recombinant Scp1, phosphopeptide, malachite green phosphate absorbance; inhibition, % at 20 µM; hit rate 0.88% among 340,000; AID 493091, 2011;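 active = inhibition above about 50% at 20 µM, limit read from the data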;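 also: plate controls were DMSO wells with enzyme for no effect and wells lacking enzyme for full effect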
Target sequence (Q9GZU7 76-261 limits assumed): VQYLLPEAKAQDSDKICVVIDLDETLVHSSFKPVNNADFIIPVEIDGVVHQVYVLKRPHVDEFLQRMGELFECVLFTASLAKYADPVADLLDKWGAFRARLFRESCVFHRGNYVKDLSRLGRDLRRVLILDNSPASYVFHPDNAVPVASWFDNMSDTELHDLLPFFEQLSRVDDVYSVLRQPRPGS
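Assay system: SCP-1 catalytic fragment, aa 76-261 | Buffer or medium: Tris acetate buffer pH 5.5 with MgCl2 and Tween-20 | Compound: One concentration, 20 µM, with 1.0% DMSO | Also added: Phospho 17-mer peptide substrate | Signal: Absorbance at 630 nm | Incubation: 45 min enzyme reaction at room temperature | Measure: % inhibition of SCP-1 phosphate liberation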
STEP inh: STEP phosphatase inhibitors, primary screen, biochemical, fluorescence intensity, uHTS | Tyrosine-protein phosphatase non-receptor type 5 (Homo sapiens), P54829 | AID 588621, 2011 | hit rate 0.25% among 360,000 | inhibition, % at 20 µM | recombinant STEP, OMFP fluorogenic substrate;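 active = inhibition at 20 µM, scaled per plate between control wells, above about 37%, limit read from the data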;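 also: 0% = DMSO with enzyme and substrate and 100% = substrate only without enzyme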
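medium = Bis-Tris buffer pH 6.0, 2.5 mM DTT, 0.005% Tween 20 | test system = STEP (striatal-enriched tyrosine phosphatase) enzyme, cell-free | measure = normalized % inhibition | compound dosing = 20 µM, 1% DMSO | also added = 25 µM OMFP | schedule = reaction 20 min, ambient temperature | measured by = fluorescence read at 480 nm ex / 540 nm em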
SUMO1 PPI mod: modulators of SUMO1 protein-protein interactions, primary screen, biochemical, uHTS | Small ubiquitin-related modifier 1 (Homo sapiens), P63165 | inhibition, % at 20 µM | hit rate 0.33% among 360,000 | SUMO1 binding to a labelled peptide, TR-FRET, 1 h; in the data active = inhibition above about 37%
Target sequence (P63165 whole entry, looked up): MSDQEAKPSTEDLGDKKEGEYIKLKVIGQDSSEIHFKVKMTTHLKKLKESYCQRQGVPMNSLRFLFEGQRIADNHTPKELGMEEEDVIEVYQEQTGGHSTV
DNMT1 block: human DNMT1 methyltransferase inhibitors, primary screen, biochemical, molecular beacon, fluorescence, HinP1I cleavage, uHTS; inhibition (reported as % activation of signal), % at 10 µM; AID 588458, 2011; hit rate 0.83% among 360,000; in the data active = inhibition above about 50%
NadD block: inhibitors of S. aureus NadD, primary screen, biochemical, colorimetric, uHTS; Nicotinate-nucleotide adenylyltransferase NadD (Staphylococcus aureus N315); purified NadD enzyme, colorimetric absorbance read-out; inhibition, % at 20 µM; hit rate 0.78% among 360,000; AID 602399, 2012; in the data active = inhibition above about 26%; also: some compounds past the cut are filed as inactive
SKN-1 block: suppressors of acrylamide-induced Pgst-4::GFP reporter in worms, primary screen, SKN-1 inhibitor project, whole organism, uHTS, GFP/RFP fluorescence ratio, strain VP596 | C. elegans VP596 Pgst-4::GFP/RFP ratio, 24 h | inhibition, % at 21.8 µM | hit rate 0.49% among 360,000 | AID 624304, 2012;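 active = interference check ratio from 0.5 to 1.5 plus GFP to RFP signal ratio inhibition reaching or exceeding a fixed threshold, cut at about 30% in these data, passing the limit was not always enough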; also: some compounds called inactive have numbers as strong as hits
MT1-MMP act inh: blockers of MT1-MMP proenzyme processing, primary screen, HT1080 RFP-PRO-GFP cells, GFP/RFP fluorescence | hit rate 0.061% among 360,000 | GFP/RFP ratio fluorescence, overnight; percent of plate control window, DMSO zero | Matrix metalloproteinase-14 (Homo sapiens), P50281 | GFP/RFP ratio change, % at 20 µM;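 active = GFP/RFP ratio change of at least 30% with cell ATP level not reduced by more than half and red fluorescence within 50% of control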; also: strong numbers were not always called active
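Material – HT1080 RFP-PRO-GFP cells · Control set – DMSO wells and RFP-L50D-GFP cells · Incubation – overnight cell settling, then overnight compound exposure, 37 °C, 5% CO2 · Compound dosing – single-point 20 µM compound, 1% DMSO · Read-out – GFP/RFP fluorescence ratio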
Rpn11 inh: Rpn11 (PSMD14) deubiquitinase inhibitors, primary screen, biochemical, fluorescence polarization, uHTS; human 26S proteasome, Ub4-pepOG fluorescence polarization; 20S core pre-blocked with epoxomicin; hit rate 0.59% among 360,000; calls only at 20 µM;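 active = inhibition at 20 µM, scaled to each plate's controls, above about 33%, limit read from the data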
Target sequence (O00487 whole entry, looked up): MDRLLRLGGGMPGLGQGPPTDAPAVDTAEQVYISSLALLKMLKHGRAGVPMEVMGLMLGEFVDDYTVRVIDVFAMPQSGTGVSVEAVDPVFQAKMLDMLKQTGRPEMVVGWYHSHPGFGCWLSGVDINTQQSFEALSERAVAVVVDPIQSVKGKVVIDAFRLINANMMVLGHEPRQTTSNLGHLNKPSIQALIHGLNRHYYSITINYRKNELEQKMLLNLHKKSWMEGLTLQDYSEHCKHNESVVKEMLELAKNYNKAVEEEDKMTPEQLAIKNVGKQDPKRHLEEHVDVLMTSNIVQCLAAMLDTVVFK
CendR NRP1 mod: modulators of CendR peptide binding to NRP-1, primary screen, biochemical, fluorescence polarization, uHTS; hit rate 0.85% among 360,000; Neuropilin-1 (Homo sapiens), O14786; inhibition, % at 25 µM; AID 602438, 2012; FAM-RPARPAR peptide binding to NRP-1;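 active = inhibition or corrected inhibition above about 18%, plus a signal ratio from 0.5 to 1.5, limit read from the data, passing the limit was not always enough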; also: strong numbers were not always called active
An asterisk follows results filed as active; i = inactive; . = not tested or not shown; & = joins results of further samples; ! = not active in a repeat.

Structure	LMPTP inh	Scp1 inh	STEP inh	SUMO1 PPI mod	DNMT1 block	NadD block	SKN-1 block	MT1-MMP act inh	Rpn11 inh	CendR NRP1 mod
Cc1c(NC(=O)c2noc3c2CCc2ccccc2-3)c(=O)n(-c2ccccc2)n1C	0.8	-3	1	-3	0	-2	-10	-4	i	-1
O=C(CCN1C(=O)c2ccccc2C1=O)Nc1cc(F)ccc1F	-0.1	-2	1	-5	1	-5	-17	-8	i	10
Cc1cccc(N(NC(=O)C(C)(C)O)C(=O)c2ccccc2)c1	-3.0	-3	-5	-3	0	-2	-26	2	i	12
O=C(NNC(=O)C1CC1)c1ccc(F)cc1F	-1.2	-2	0	15	-2	-2	-3	-2	i	7
O=C(O)c1sccc1S(=O)(=O)N1CCCCC1	-0.5	.	0	-2	0	3	-12	5	i	-2
Cc1ccc2oc(=O)c3cnn(CC(=O)N4CCCCCC4)c3c2c1	-0.7	-5	2	-1	-2	-4	-10	0	i	0
CC12CCC(C(=O)NCc3ccc(Cl)cc3)(OC1=O)C2(C)C (stereo not given)	-2.6	-6	-2	1	-3	-9	5	-1	i	10
CCOC(=O)N1CCN(C(=O)c2cn(CC)c3ccc(S(=O)(=O)N4CCCC4)cc3c2=O)CC1	-0.2	-5	-2	4	0	1	-10	2	i	-1

Structure	LMPTP inh	Scp1 inh	STEP inh	SUMO1 PPI mod	DNMT1 block	NadD block	SKN-1 block	MT1-MMP act inh	Rpn11 inh	CendR NRP1 mod
CCCc1cc(=O)[nH]c(SC(C)C(=O)N2c3ccccc3CC2C)n1 (stereo not given)	0.1	1	-1	1	10	1	7	5	i	-6
CCn1cc(C2=NCCO2)c2ccccc21	1.1	-14	2	2	5	2	-16	2	i	-9
Cc1cc(C)c(S(=O)(=O)N2CCOC2CNC(=O)C(=O)NCc2cccnc2)c(C)c1 (stereo not given)	-1.8	-4	3	2	0	-3	7	-3	i	-7
Cc1ccc(C(=O)NCCC2=CCCCC2)cc1S(=O)(=O)N1CCCCC1	0.3	0	2	-2	2	-4	17	-8	i	0
O=S(=O)(c1cnc[nH]1)N1CCN(c2ccc(F)cc2)CC1	1.0	-4	-2	2	0	7	-3	-4	i	1
CCOc1ccc(C(C)=O)cc1COC(=O)c1ccc2c(c1)NC(=O)CS2	3.6	-4	-1	5	15	-2	-1	0	i	0
COC(=O)c1ccc(Cn2nnc3ccccc3c2=O)o1	-0.9	-3	4	-5	-2	1	15	2	i	-12
Oc1c(Cl)cc(Cl)cc1C=Nc1ccc(N2CCOCC2)cc1	0.2	-9	0	0	-1	-2	53	-1	i	-77

Structure	LMPTP inh	Scp1 inh	STEP inh	SUMO1 PPI mod	DNMT1 block	NadD block	SKN-1 block	MT1-MMP act inh	Rpn11 inh	CendR NRP1 mod
CSc1nc(C)c2c(n1)N(c1ccc(C(F)(F)F)cc1)CC2	-2.8	3	-1	4	4	8	-13	-2	i	10
COc1ccccc1N(CC(O)CN1CCCC1)S(=O)(=O)c1ccccc1 (stereo not given)	0.7	-5	3	7	0	-1	10	-5	i	7
COCCN(C(=O)COC(=O)C1(C)CC1(Cl)Cl)c1c(N)n(Cc2ccccc2)c(=O)[nH]c1=O (stereo not given)	-0.7	5	1	-4	0	3	2	-4	i	17
CC(=O)/C(=N/Nc1cccc(Cl)c1)N1CCOCC1	-0.4	-8	-3	-2	-1	-3	15	-1	i	4
CCN(CC)S(=O)(=O)c1ccc(N2CCOCC2)c(NC(=O)CCOc2ccccc2)c1	-0.1	-8	0	5	2	-5	-10	3	i	8
CSCCNC(=O)c1cccc(Cl)c1	-2.3	-3	-2	0	-1	-3	-3	0	i	-3
Cc1ccccc1Cn1cc(S(=O)(=O)CC(=O)N2CCCCC2)c2ccccc21	-0.9	-1	1	0	0	-5	13	6	i	-7
CCCn1nnnc1NC(=O)COc1ccc(Br)cc1	-1.4	-5	0	1	-1	9	4	-1	i	-2

Structure	LMPTP inh	Scp1 inh	STEP inh	SUMO1 PPI mod	DNMT1 block	NadD block	SKN-1 block	MT1-MMP act inh	Rpn11 inh	CendR NRP1 mod
Cn1nc(-c2ccccc2)c(-c2nc(-c3ccccc3Cl)no2)c1Cl	3.6	-19	0	4	-10	-2	-13	-4	i	4
COc1ccc(-c2nn(-c3ccccc3)cc2C(=O)N/N=C/c2ccc([N+](=O)[O-])o2)cc1	0.0	-6	1	1	12	31*	11	-15	i	-9
Nc1cc(Cl)nnc1Cl	0.3	-4	1	3	-1	-5	12	-1	i	-1
O=C(c1cccc(S(=O)(=O)N2CCOCC2)c1)N(Cc1nnc(-c2ccccc2Cl)o1)C1CC1	0.2	-1	5	-1	2	-3	-9	-8	i	1
Cc1cccn2c(=O)c3cc(C(=O)NC4CCCC4)n(C)c3nc12	0.7	68*	-1	-19	-3	0	21	-4	i	8
O=C(COC(=O)c1cnccn1)NCc1ccccc1	-0.9	-8	-1	0	-6	0	7	-2	i	-10
Cc1cccc(N2CCN(Cc3nc(-c4cccc(Cl)c4)oc3C)CC2)n1	-1.4	-1	1	3	-3	1	5	-5	i	5
O=C(C[C@H]1CC[C@@H]2[C@H](COC[C@H](O)CN2Cc2cccc(C(F)(F)F)c2)O1)NCCc1ccccc1	-0.3	.	.	2	.	.	14	4	.	12

Some of the entries so far, field by field:
> O=C(c1cccc(S(=O)(=O)N2CCOCC2)c1)N(Cc1nnc(-c2ccccc2Cl)o1)C1CC1
  LMPTP inh: 0.2
  Scp1 inh: -1
  STEP inh: 5
  SUMO1 PPI mod: -1
  DNMT1 block: 2
  NadD block: -3
  SKN-1 block: -9
  MT1-MMP act inh: -8
  Rpn11 inh: i
  CendR NRP1 mod: 1

> Cc1cccn2c(=O)c3cc(C(=O)NC4CCCC4)n(C)c3nc12
  LMPTP inh: 0.7
  Scp1 inh: 68*
  STEP inh: -1
  SUMO1 PPI mod: -19
  DNMT1 block: -3
  NadD block: 0
  SKN-1 block: 21
  MT1-MMP act inh: -4
  Rpn11 inh: i
  CendR NRP1 mod: 8

Additional compounds follow:
Structure	LMPTP inh	Scp1 inh	STEP inh	SUMO1 PPI mod	DNMT1 block	NadD block	SKN-1 block	MT1-MMP act inh	Rpn11 inh	CendR NRP1 mod
CC(C)CC1NC(=S)N(Cc2ccccc2)C1=O (stereo not given)	-1.8	-7	0	3	-1	2	24	-14	i	-3
COc1cc(N(C(C)=O)c2ccc(O)c(C(=O)O)c2)c2ncccc2c1	0.8	.	1	8	19	2	25	10	i	13
CC1(C)CC(=O)CC(=Nc2ccc(C(=O)O)cc2)C1	0.8	-10	-1	-2	1	-2	-6	-2	i	5
CCN1CCN(C(=S)NC(=O)c2cccc(Br)c2)CC1	-3.3	0	-1	4	0	-5	7	0	i	43*
CCCCNC(=O)c1cccc(C(=O)NCCCC)c1	-1.4	-8	96*	3	1	-1	25	-1	i	0
CCOC(=O)Cc1c(C)nc2c(-c3ccc(Cl)cc3)c(C)[nH]n2c1=O	-0.1	26	3	11	6	5	11	7	i	-6
COc1ccc(NC(=O)Nc2ccc3c(c2)C(=O)N([C@H](C)CO)C[C@H](C)[C@@H](CN(C)Cc2ccc(Cl)c(Cl)c2)OCCCC[C@@H](C)O3)cc1	3.3	.	3	13	-24	40*	-10	2	i	-8
Cc1ccc(OC(=O)c2cccnc2)cc1	-0.5	-7	-5	1	-2	-3	-5	6	i	-3

Structure	LMPTP inh	Scp1 inh	STEP inh	SUMO1 PPI mod	DNMT1 block	NadD block	SKN-1 block	MT1-MMP act inh	Rpn11 inh	CendR NRP1 mod
Cc1cc2c3c(c1C)C1(C(=O)N3C(C)(C)CC2C)C(C#N)=C(N)OC2=C1C(=O)CC(C)(C)C2 (stereo not given)	0.0	-6	-7	-1	7	2	10	-2	i	-12
CC1CCCCN1C(=O)COC(=O)C1CCN(S(=O)(=O)c2c(Cl)cccc2Cl)CC1 (stereo not given)	0.0	2	1	2	5	-8	-12	-1	i	3
COc1ccc(C=NNC(=O)CCCCC(=O)NN=Cc2ccc(OC)cc2)cc1	0.0	1	-2	0	-2	2	14	3	i	12
CN1CCN(c2ccccc2NC(=O)c2ccc(N3CCOCC3)c([N+](=O)[O-])c2)CC1	2.7	-7	0	-32	0	-5	3	-4	i	8
O=C(Oc1coc(CSc2ncccn2)cc1=O)c1cccs1	-0.4	-10	-1	-5	-3	-4	3	2	i	7
CCOC(=O)CSc1nnc(NC(=O)C2CC(=O)N(c3ccc(F)cc3)C2)s1 (stereo not given)	1.0	0	-2	7	-14	-1	10	-7	i	-4
Cc1cccc(C)c1NC(=O)CN(C)C(=O)c1cccc(S(=O)(=O)N2CCN(c3ccccc3)CC2)c1	0.7	6	10	0	4	4	-3	4	i	5
Cc1ccc(C(=O)Nc2cccc(C(F)(F)F)c2)cc1NC(=O)c1nccn1C	4.2&9.1	-4	1&0	5&-1	56*!	-7&-6	19&6	7&2	i	-5&-5

Structure	LMPTP inh	Scp1 inh	STEP inh	SUMO1 PPI mod	DNMT1 block	NadD block	SKN-1 block	MT1-MMP act inh	Rpn11 inh	CendR NRP1 mod
CC(C)Oc1cccc(C(=O)NC(=S)Nc2cccc(NC(=O)c3ccccc3Cl)c2)c1	1.3	-11	1	-2	-7	-2	3	-1	i	-5
CCOc1ccc(S(=O)(=O)N(CC)CC(=O)NCc2cccnc2)cc1	0.6	4	-1	6	5	-5	6	.	i	-3
COc1ccc([C@H]2C(C(=O)O)=C[C@@H](C(C)(C)C)N2S(=O)(=O)c2ccc(C)cc2)cc1OC	-0.2	16	1	3	8	-1	5	-4	i	-17
Cc1ccc2cc(F)ccc2n1	-1.0	.	.	1	.	2	-12	12	.	7
